Htt clearance = mutant huntingtin protein clearance; 47,000 tested, 0.42% active; inhibition, % at 1.5 µM; HeLa Exon1htt(103Q)mCFP, aggregate imaging; zero = plate's median compound well;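 active means inhibition of aggregate fluorescence above about 70%, also judged a hit by eye on the cell image, limit read from the data, passing the limit was not always enough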;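 further: cells exposed to compound for three days before fixation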
Htt clearance grain fraction = further read-out of Htt clearance, marked with its call; fraction fluorescence in grains; measured here: aggregate grain fluorescence fraction; active compounds read low;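 scaled fraction of total cell fluorescence in grains with unit not stated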
* marks the source's active call; other numbers are inactive results.

Start of the data: the first 2 entries, to show the layout:
| structure | Htt clearance | Htt clearance grain fraction |
| --- | --- | --- |
| COc1nc(N)nc(NC23CC4CC(CC(C4)C2)C3)n1 | -22 | 23 |
| COc1ccc(OC)c(-n2c(-c3cc(-c4ccc(F)cc4)n[nH]3)n[nH]c2=S)c1 | 57 | 13 |

The list itself, from the first entry:
| structure | Htt clearance | Htt clearance grain fraction |
| --- | --- | --- |
| COc1nc(N)nc(NC23CC4CC(CC(C4)C2)C3)n1 | -22 | 23 |
| COc1ccc(OC)c(-n2c(-c3cc(-c4ccc(F)cc4)n[nH]3)n[nH]c2=S)c1 | 57 | 13 |
| O=C(c1c[nH]c2ccc(S(=O)(=O)N3CCC4(CC3)OCCO4)cc2c1=O)N1CCOCC1 | -32 | 25 |
| CN(Cc1ccccc1)C(NC(=O)c1ccccc1)C(Cl)(Cl)Cl (stereo not drawn) | -36 | 41 |
| C=C(C)Cn1c(Sc2nnc(C)s2)nc2c1c(=O)[nH]c(=O)n2C | 42 | 11 |
| O=C(NC1CCCCCC1)C1CCN(S(=O)(=O)N2CCC3(CC2)OCCO3)CC1 | -11 | 23 |
| CSc1nccc(Nc2ccccc2)c1C#N | -10 | 47 |
| CC1CCc2nc(N)c(C#N)c(-c3ccncc3)c2C1 (stereo not drawn) | -46 | 50 |
| O=C(NCCOC(=O)c1ccncc1)c1ccccc1 | -6 | 22 |
| CC1=CCC2C(=O)N(c3ccc(C(=O)N4CCCCCC4)cc3)C(=O)C2C1 (stereo not drawn) | -42 | 28 |
| O[C@@H](CNC[C@H](O)c1ccccc1)c1ccccc1 | -12 | 22 |
| CC(=O)[C@H]1[C@@H]2C(=O)N(c3cccc(Cl)c3)C(=O)[C@@H]2[C@H]2c3ccccc3C=CN21 | -3 | 36 |
| COCCOC(=O)C1=C(C)Nc2nc(C)nn2C1c1ccccc1 (stereo not drawn) | -75 | 37 |
| O=C(Nc1nccs1)c1cccc(S(=O)(=O)N2CCCCC2)c1 | 66 | 6.9 |
| COc1ccc(-n2ncc3c(NC(C)C)ncnc32)cc1 | -6 | 33 |
| CCN(CC)CCN1C(=O)C(=O)/C(=C(/O)c2ccncc2)C1c1ccccc1F (stereo not drawn) | 18 | 17 |
| O=C(NCCN1CCCCCC1)c1ccc(N2CCCC2=O)cc1 | 15 | 38 |
| O=C(CSc1nc2ccccc2c(=O)n1NC(=O)c1ccccc1)c1ccc(Cl)cc1 | -11 | 42 |
| CC(C)n1cc(-c2ccc(Cl)cc2)cc(C#N)c1=O | 18 | 17 |
| Cc1nnc(C)n1/N=C/c1cccs1 | 10 | 33 |
| C[C@@]12CC(=O)NC1N(C(=O)c1cccc(C(F)(F)F)c1)C(c1ccccc1O)C2 (stereo partly drawn) | 34 | 25 |
| N#Cc1c(NC(=O)CSc2nnnn2C2CCCCC2)sc2c1CCCC2 | 33 | 20 |
| CCn1c(=O)c(C(C)=O)nc2ccccc21 | -53 | 32 |
| COc1cc(C(=O)Nc2ccc(S(=O)(=O)Nc3nccc(C)n3)cc2)cc(OC)c1OC | 31 | 27 |
| Oc1ccc(Br)cc1CNn1cnnc1 | 3 | 36 |
| c1ccc(-c2cc(N3CCOCC3)nc(-c3ccccc3)n2)cc1 | -59 | 56 |
| O=C(CSc1nnc(C2COc3ccccc3O2)o1)N1CCCCC1 (stereo not drawn) | 15 | 41 |
| Cc1c(C)c2cc(Cl)c(OCc3nn[nH]n3)cc2oc1=O | -87 | 40 |
| Cc1cccc(-n2c(SCC(=O)Nc3nonc3C)nnc2-c2ccoc2C)c1 | -42 | 30 |
| COC(=O)Cn1c(=NC(=O)CSCC(=O)NC2CCCCC2)sc2cc(OC)ccc21 | -5 | 40 |

Retrieved one by one from above:
| structure | Htt clearance | Htt clearance grain fraction |
| --- | --- | --- |
| c1ccc(-c2cc(N3CCOCC3)nc(-c3ccccc3)n2)cc1 | -59 | 56 |
| COc1ccc(OC)c(-n2c(-c3cc(-c4ccc(F)cc4)n[nH]3)n[nH]c2=S)c1 | 57 | 13 |
| O=C(NCCN1CCCCCC1)c1ccc(N2CCCC2=O)cc1 | 15 | 38 |

An excerpt from the list above, as a working copy:
| structure | Htt clearance | Htt clearance grain fraction |
| --- | --- | --- |
| COc1nc(N)nc(NC23CC4CC(CC(C4)C2)C3)n1 | -22 | 23 |
| COc1ccc(OC)c(-n2c(-c3cc(-c4ccc(F)cc4)n[nH]3)n[nH]c2=S)c1 | 57 | 13 |
| O=C(c1c[nH]c2ccc(S(=O)(=O)N3CCC4(CC3)OCCO4)cc2c1=O)N1CCOCC1 | -32 | 25 |
| CN(Cc1ccccc1)C(NC(=O)c1ccccc1)C(Cl)(Cl)Cl (stereo not drawn) | -36 | 41 |
| C=C(C)Cn1c(Sc2nnc(C)s2)nc2c1c(=O)[nH]c(=O)n2C | 42 | 11 |

(continued)
| structure | Htt clearance | Htt clearance grain fraction |
| --- | --- | --- |
| O=C(c1ccccc1)N1CCN(C2CC(=O)N(CCc3ccccc3)C2=O)CC1 (stereo not drawn) | -24 | 41 |
| CCCN1C(=O)c2ccccc2NC1c1cc(OC)c(OC)c(OC)c1 (stereo not drawn) | 26 | 14 |
| CCCc1cc(C(N)=O)c(NC(=O)c2cc(C)on2)s1 | -122 | 43 |
| CC(=O)c1cc2c(cc1NC(=O)CN1CCN(c3cccc(C(F)(F)F)c3)CC1)OCO2 | 19 | 14 |
| COc1cc(C2C(C(=O)c3ccc(C)o3)=C(O)C(=O)N2c2cc(C)on2)ccc1O (stereo not drawn) | 30 | 24 |
| CC1CC(C)CN(c2ncnc3c2cnn3Cc2ccc(Cl)cc2)C1 (stereo not drawn) | 20 | 15 |
| CC(=O)NNc1nc2ccccc2s1 | -41 | 54 |
| CC1CC(C)CN(C(=O)CSc2nnc(-c3ccc(F)cc3)o2)C1 (stereo not drawn) | 46 | 26 |
| CCOc1ccc(CCNC(=O)C2CCN(C(=O)N(C)C)CC2)cc1OCC | 24 | 32 |
| N/C(=N\OC(=O)c1cc(-c2ccccc2)nc2ccccc12)c1ccc(Cl)cc1 | 25 | 23 |
| CN(CC(=O)Nc1ccccn1)S(=O)(=O)c1ccc(Cl)cc1 | 18 | 16 |
| O=C(Nc1ccon1)c1cccc(S(=O)(=O)N2CCCCCC2)c1 | 0 | 28 |
| CN(C)c1c([N+](=O)[O-])cc2[nH]c(=O)[nH]c2c1[N+](=O)[O-] | 11 | 17 |
| Cc1ccc(S(=O)(=O)N2CCC(C(=O)N3CCC[C@H]3C(=O)NC3CCS(=O)(=O)C3)CC2)cc1 (stereo partly drawn) | 16 | 30 |
| Cc1nc(N)c(C#N)c(-c2ccccc2)c1C | 15 | 26 |
| CCCCSC1(SCCCC)N=C(N)C2(C#N)C(c3ccccc3)NC(C)=C(C)C12C#N (stereo not drawn) | -31 | 55 |
| O=C(NCSC1=NCCS1)c1ccccc1 | -1 | 19 |
| CN(C)CC(=O)Nc1cc(C(F)(F)F)ccc1Cl | -31 | 23 |
| CCOC(=O)c1nnc(-c2ccc(C)cc2)nc1Sc1cccc(Cl)c1 | 32 | 21 |
| O=C(CSc1n[nH]c(C2CCCC2)n1)NC1CCCC1 | -3 | 44 |
| Cc1ccc(-c2ccc(=O)n(CC(=O)NCCCN3CCCCC3C)n2)cc1 (stereo not drawn) | -38 | 26 |
| CCOc1ccccc1C(=O)N1CCCCC1C (stereo not drawn) | -31 | 21 |
| COC(=O)C1CCN(C(=O)C23CCC(C)(C(=O)O2)C3(C)C)CC1 (stereo not drawn) | 32 | 13 |
| CC(=O)Nc1ccc(Oc2cc(C#N)c(C#N)cc2N2CCCCCC2)cc1 | 11 | 17 |
| COc1ccc(Cl)cc1C(=O)Nc1ccc(N(C)C(C)=O)cc1 | 6 | 22 |
| CC1CCN(Cc2nc3c(c(=O)n(C)c(=O)n3C)n2CCCc2ccccc2)CC1 | -27 | 23 |
| CCOC(=O)C1CCN(C(=O)c2cccc(NC(=O)C(CC)CC)c2)CC1 | 27 | 12 |
| Cc1cc(O)cc(=O)n1Cc1ccco1 | 19 | 31 |
| CC(C)(C)OC(=O)NCCCCCc1nnc(SCC(N)=O)o1 | -55 | 31 |
| COC(=O)c1ccc(NC(=O)c2ccc(CN3CCOCC3)cc2)cc1 | 32 | 13 |

Next records
| structure | Htt clearance | Htt clearance grain fraction |
| --- | --- | --- |
| Cc1n[nH]c(=O)nc1NCc1ccccc1 | -2 | 39 |
| CC(C)CN1CCC(C(=O)NCC2CCCO2)CC1 (stereo not drawn) | 37 | 13 |
| COc1ccc(C)cc1S(=O)(=O)NC1CCCC1 | -49 | 27 |
| O=C(CSC1=NCCS1)Nc1nc2ccccc2s1 | 29 | 12 |
| CCOc1ccc(NC(=O)Nc2cc(C)on2)cc1 | -48 | 24 |
| COc1ccc(CNS(=O)(=O)c2ccc3oc(C(=O)O)c(C)c3c2)cc1 | 25 | 35 |
| COc1ccc2c(c1)Cc1sc(NC(=O)c3cccs3)nc1-2 | 12 | 17 |
| COC(=O)c1ccc2c(c1)SC1=C(CCCC1=O)N2 | -8 | 18 |
| O=C(NCC(=O)N(c1ccccc1)C(C(=O)NC1CCCCC1)c1ccncc1)c1ccco1 (stereo not drawn) | 31 | 12 |

In a second layout: results already given.
CC1CCN(Cc2nc3c(c(=O)n(C)c(=O)n3C)n2CCCc2ccccc2)CC1
  Htt clearance: -27
  Htt clearance grain fraction: 23

CCOC(=O)C1CCN(C(=O)c2cccc(NC(=O)C(CC)CC)c2)CC1
  Htt clearance: 27
  Htt clearance grain fraction: 12

Source: PubChem BioAssay (Columbia University Molecular Screening Center)

A portion of the library (hit frequency here may not be typical).
